Compound activity from PubChem.
D2 antag: antagonists of human D2 dopamine receptor; HEK293 TREx D2 cells, calcium flux, dopamine EC80; inhibition, % at 10 µM; 340,000 tested, 2% active; AID 485344; in the data active means inhibition above about 30%; further: 0% is about no effect
Target sequence (P14416 whole entry, looked up): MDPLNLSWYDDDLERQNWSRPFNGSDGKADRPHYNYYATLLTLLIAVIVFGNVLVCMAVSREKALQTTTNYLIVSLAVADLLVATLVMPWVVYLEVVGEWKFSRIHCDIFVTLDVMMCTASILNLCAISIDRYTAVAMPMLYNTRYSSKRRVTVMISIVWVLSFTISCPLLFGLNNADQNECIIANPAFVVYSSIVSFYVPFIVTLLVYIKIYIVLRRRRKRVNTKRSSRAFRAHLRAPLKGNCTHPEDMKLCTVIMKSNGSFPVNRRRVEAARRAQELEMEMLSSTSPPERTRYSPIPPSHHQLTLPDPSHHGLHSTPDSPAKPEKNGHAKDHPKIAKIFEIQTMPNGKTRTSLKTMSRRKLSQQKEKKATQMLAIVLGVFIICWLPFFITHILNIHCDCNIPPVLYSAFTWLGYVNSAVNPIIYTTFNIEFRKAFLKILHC
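Measurement of antagonist activity uses fluorescent calcium dye in inducible HEK293 T-REx D2 cells: 10 s baseline, compound addition with 180 s read, EC80 dopamine addition with a further 180 s read.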
D2 ag: agonists of human D2 dopamine receptor | 340,000 tested, 0.53% active | P14416 | activation, % at 2 µM | HEK293 T-REx D2 cells, calcium flux agonist mode;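 active means activation over 3 SD above normal in the single-dose calcium agonist read, cut at about 30% in these data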; further: 0% is about no effect
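Calcium-flux readout, 1 cycle/sec over 180 s following compound pin transfer, in inducible HEK293 Trex D2 cells (force-coupled); dopamine controls included. Positive calcium responses during this window marked compounds as potential agonists.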
TrxR1 substrate: substrates of rat thioredoxin reductase 1; 390,000 tested, 0.01% active; Potency, µM (highest dose often 114 µM), for the others: top-dose activity change, negative = substrate turnover; purified TrxR1 substrate turnover, NADPH consumption readout; further: potency means the concentration at half of the fitted maximal effect; on the % scale 0 is the no-effect control and ±100 the full control effect; nearly all actives have a fitted effect of over 50% in size
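Rat TrxR1, dispensed at 90 nM, was prereduced with 400 uM NADPH (final) for 5 min at ~22 deg C, then incubated with compound 15 min before 400 uM selenite. A first-read NADPH fluorescence drop versus no-compound background flagged substrates.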
USP1-UAF1 inh: inhibitors of human USP1/UAF1 deubiquitinase | O94782 | recombinant USP1/UAF1, Ub-Rhodamine cleavage fluorescence | Potency, µM (top dose mostly 57.1 µM), inactives show top-dose activity change, negative = inhibition, most hits filed as inhibitors | 390,000 tested, 0.23% active; further: potency means the concentration at half of the fitted maximal effect; on the % scale 0 is the no-effect control and ±100 the full control effect; nearly all actives have a fitted effect of over 60% in size; inactives centre near -12
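1 nM enzyme complex + cpd, 15 min RT; start with Ub-Rho 150nM final; kinetic fluorescence ex 480/em 540, 6 reads q60 s. Buffer 50mM HEPES pH 7.8, 0.5mM EDTA, 0.1 mg/ml BSA, 1mM TCEP, 0.01% Tween-20.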
TRHR ag: TRH receptor (human) agonism; activation, % at 2 µM; TRHR cells, calcium flux fluo-8, FDSS agonist mode; 360,000 tested, 0.18% active; in the data active means activation above about 30%; further: 0% is about no effect
Target sequence (P34981 whole entry, looked up): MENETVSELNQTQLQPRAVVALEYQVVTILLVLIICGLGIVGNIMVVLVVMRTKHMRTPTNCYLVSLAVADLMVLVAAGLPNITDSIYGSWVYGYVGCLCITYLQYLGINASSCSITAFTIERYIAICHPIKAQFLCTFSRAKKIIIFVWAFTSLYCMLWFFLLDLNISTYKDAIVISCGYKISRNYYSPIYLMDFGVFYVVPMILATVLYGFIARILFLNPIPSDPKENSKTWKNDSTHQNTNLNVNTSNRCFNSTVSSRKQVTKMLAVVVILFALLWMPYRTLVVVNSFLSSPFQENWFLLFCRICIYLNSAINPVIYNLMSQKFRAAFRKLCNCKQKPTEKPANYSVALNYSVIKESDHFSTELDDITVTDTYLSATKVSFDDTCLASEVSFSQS
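TRHR-expressing cells loaded with fluo-8 calcium dye; 23 nL library compound pin-transferred, kinetic FDSS fluorescence (Ex 480/Em 530) recorded about 180 s for agonist-induced calcium release, before a 10 nM TRH EC20 addition for potentiator mode.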
TrxR1 inh: inhibitors of rat thioredoxin reductase 1; O89049; recombinant rTrxR1, NADPH fluorescence consumption, selenite substrate; Potency, µM (titrated, usually from 114 µM), without a hit: at the highest dose activity change, negative = inhibition, most hits filed as inhibitors; 390,000 tested, 1% active; AID 588453; further: potency means the concentration at half of the fitted maximal effect; on the % scale 0 is the no-effect control and ±100 the full control effect; nearly all actives have a fitted effect of over 65% in size
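Rat TrxR1 (90 nM in the dispensed reagent) was pre-reduced with 400 uM NADPH for 5 min at room temperature, then incubated with compound for 15 min. After 400 uM selenite was added, NADPH fluorescence (Ex 340/Em 450 nm) was followed for 8 min.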
IDH1 R132H inh: inhibitors of human mutant IDH1 R132H | 390,000 tested, 0.093% active | AID 602179 | Potency, µM (titrated, usually from 76.6 µM), without a hit: at the highest dose activity change, negative = inhibition, hits mostly inhibitors | IDH1-R132H enzyme, NADPH consumption, diaphorase/resazurin fluorescence; further: potency means the concentration at half of the fitted maximal effect; on the % scale 0 is the no-effect control and ±100 the full control effect; nearly all actives have a fitted effect of over 65% in size
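IDH1-R132H (0.5 ug/mL) preincubated 30 min with compound, then NADPH (0.016 mM) and alpha-KG (2 mM) added; 80 min at RT, pH 7.5. Remaining NADPH coupled via diaphorase/resazurin to fluorescence (540/590 nm); concentration-response curves normalized to no-enzyme control.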
Pin1 inh: blocks the human prolyl isomerase Pin1. Pin1 FP peptide displacement, HiFluor488, 10 min. 390,000 tested, 0.009% active. Potency, µM (titrated, usually from 115 µM), for inactives: at the top dose activity, negative = inhibition, usual class: inhibitors. Q13526; active means well fitted inhibition curve with a large enough effect in the polarisation, with a control signal flat, not every such curve was filed as active; inconclusive means small, poorly fitted or top-dose-only effect, or effect the other way, or a change in a side signal; inactive means no such curve, though single readings can be large or run the other way; the % refers to the polarisation; further: potency means the concentration at half of the fitted maximal effect; on the % scale 0 is the no-effect control and ±100 the full control effect
Target sequence (Q13526 whole entry, looked up): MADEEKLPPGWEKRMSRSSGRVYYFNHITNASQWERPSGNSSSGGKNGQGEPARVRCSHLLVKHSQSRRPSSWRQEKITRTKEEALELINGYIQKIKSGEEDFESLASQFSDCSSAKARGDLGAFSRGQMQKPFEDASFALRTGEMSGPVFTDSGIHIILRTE
TRHR PAM: TRH receptor (human) allosteric enhancement | 360,000 tested, 0.66% active | enhancement, % at 2 µM | P34981 | TRHR cells, fluo-8 calcium fluorescence, EC20 TRH enhancement; in the data active means enhancement above about 30%; further: 0% is about no effect
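Enhancer read-out: after compound pinning and an initial kinetic agonist-mode read, an EC20 of TRH (10 nM final) was injected and fluo-8 calcium signal (Ex 480/Em 530) followed at 1 s/cycle for 100 cycles in TRHR-expressing cells.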
An asterisk follows results filed as active; ? = inconclusive; . = not tested or not shown; & = joins results of further samples; [ ] = remark or other dose. Unless noted, the call rests on the fitted dose curve; in most records, active means well fitted inhibition curve with a large enough effect; inconclusive means small, poorly fitted or top-dose-only effect; inactive means no such curve, though single readings can be large or run the other way. An excerpt. The share of hits here may be higher or lower than overall.

SMILES	D2 antag	D2 ag	TrxR1 substrate	USP1-UAF1 inh	TRHR ag	TrxR1 inh	IDH1 R132H inh	Pin1 inh	TRHR PAM
CC1C(C#N)=C(N)OC2=C1C(=O)CC(c1ccccc1)C2 (configuration not stated)	0	-0.6	-11%	-16%	0.7	-15%	7%	-2%	-2
COc1nc2c(s1)C(=O)NCCC2	5	-0.1	10%[57.1 µM]	-16%	0.3	20%[57.1 µM]	-3%	1%	-3
CC(C(=O)Nc1cc([N+](=O)[O-])ccc1Cl)N1CCN(c2ccccc2O)CC1 (configuration not stated)	-11	1.6	10%[57.1 µM]	-15%	0.0	13%[57.1 µM]	6%	0%	13
COC(=O)c1ccccc1S(=O)(=O)N1CCC(C(=O)OCC(=O)c2ccccc2OC)CC1	.	.	-6%[57.1 µM]	-17%	0.5	-3%	1%	19%	-4
CCCn1nnc(NC(=S)NC(=O)Cc2ccccc2)n1	-1	1.8	4%	-18%	0.1	-8%	-2%	-9%	-6
CC(C)c1ccc(NC(c2nnc(-c3ccccc3)o2)c2ccc(F)cc2Cl)cc1 (configuration not stated)	.	0.3	6%[57.1 µM]	-8%	-0.2	20%[57.1 µM]	-3%	5%	-3
CN1CC(=O)N(CC(=O)Nc2ccc(OC(F)(F)F)cc2)c2ccccc2C1=O	.	0.4	-5%[57.1 µM]	?	0.0	3%[57.1 µM]	-8%	-7%	-5
O=C(NCc1ccc2c(c1)CCN2C(=O)c1ccc(F)cc1)c1c(F)cccc1F	.	-0.3	5%[57.1 µM]	-19%	-0.6	16%[57.1 µM]	-14%	0%	-2
COc1ccc(N2C(=O)CSC23C(=O)N(CC(=O)NCCc2ccccc2)c2ccccc23)cc1 (configuration not stated)	.	2.5	12%	-32%	-1.1	11%	6%	4%	10
CN(C)S(=O)(=O)c1cccc(C(=O)N(Cc2ccc(F)cc2)Cc2ccco2)c1	-15	0.5	-6%	1%	0.5	-35%	3%	-3%	-7
Cc1cccc(N2CCN(C(=O)C3CCCN(S(=O)(=O)c4c(C)noc4C)C3)CC2)c1C (configuration not stated)	.	.	-2%[57.1 µM]	-15%	.	7%[57.1 µM]	4%	0%	.
Cc1cccc(-c2nnn(Cc3nnc(NC(=O)c4ccccc4)s3)n2)c1	7	0.3	5%	-2%	0.2	10%[57.1 µM]	2%	9%	-4
CN(C)CCCN(C(=O)c1ccco1)c1nc2ccc(F)cc2s1	-26	0.2	-7%	-20%	1.3	1%	-6%	-2%	5
CC12CCC(C(=O)NNc3ccccc3)(C(=O)C1=O)C2(C)C (configuration not stated)	11	1.2	2%	-11%	-0.2	11%	-3%	0%	3
Cc1ccc(CNS(=O)(=O)/C=C/c2ccc3c(c2)OCO3)cc1	-18	-0.1	2%	-16%	-0.1	-8%	3%	2%	5
Cc1c(C(=O)NC2CCN(Cc3ccccc3)C2)oc2ccc(Br)cc12 (configuration not stated)	38*	-0.9	0%	-20%	-0.1	5%	4%	-1%	2
Cc1cc(C)n(-c2ccc(C(=O)Nc3nnc(C4CC4)s3)cc2)n1	.	.	11%	-1%	0.4	9%	4%	5%	6
Cc1cc(=O)oc2cc(NC(=S)NNC(=O)c3c(Cl)cnn3C)ccc12	3	0.1	23%	-18%	4.9	?	9%	3%	-1
COC(=O)C1=C[C@@H](C(=O)OC)[C@@H]2C3=C(C(=O)[C@]2(C)NC(=O)c2ccccc2)[C@H](C)n2c(=O)n(C)c(=O)n2[C@@H]3C1	.	.	9%[57.1 µM]	8%	.	13%[57.1 µM]	-15%	-7%	.
Cc1nn(C)c(Cl)c1C(=O)NCC(=O)Nc1ccc(C(C)C)cc1	-1	0.0	-2%	-24%	1.6	5%	5%	-10%	3
Cc1cnc(C(=O)OCC(=O)NCc2ccc3c(c2)OCO3)cn1	0	2.2	8%[57.1 µM]	1%	-1.2	21%[11.4 µM]	18%	-1%	2
O=C(Nc1ccccc1Cl)c1cnccn1	-5	0.8	5%[57.1 µM]	-10%	-0.2	4%	-1%	-3%	-5
COCCCNc1nc2ccccc2nc1NS(=O)(=O)c1ccc(C)cc1	1	0.0	23%	-10%	-0.5	-17%	-4%	2%	3
Cn1c(NCCCO)nc2ccccc21	2	0.9	1%	-10%	-0.1	8%	-1%	5%	3
COc1cc(C2c3c(oc4ccc(Cl)cc4c3=O)C(=O)N2Cc2ccco2)cc(OC)c1OC (configuration not stated)	5	0.3	.	.	0.0	.	.	.	7
O=C(CSc1nc(-c2ccccc2)nc2c1CCCC2)c1ccc(Cl)cc1	.	0.4	8%	-25%	-0.4	8%	6%	-3%	1
COC(=O)c1ccc(C)c(NC(=O)C(CCSC)NC(=O)c2cc(OC)c(OC)c(OC)c2)c1 (configuration not stated)	-18	-0.6	1%[57.1 µM]	-18%	-0.9	0%[57.1 µM]	5%	0%	5
c1ccc2oc(-c3[nH]ncc3CN(Cc3ccncc3)CC3CCCO3)cc2c1 (configuration not stated)	-7	-1.3	1%	-10%	0.1	6%	-5%	-7%	-1
O=C(CSC1=NS(=O)(=O)c2cc(F)ccc2N1)NCCc1ccccc1	24	36*	-13%	-15%	0.0	-14%	1%	-4%	-6
O=C(CN1C(=O)CCC1=O)c1ccc(-c2ccccc2)cc1	-5	0.2	-8%	-23%	-0.6	-7%	7%	2%	6
COc1ccccc1CNC(=O)COC(=O)c1c[nH]c2ccccc12	-12	0.3	-3%[57.1 µM]	-13%	0.0	-3%[57.1 µM]	13%	2%	6
CC(C)CC(=O)C1CCCN(C(=O)c2ccc3oc(Cc4ccccc4)nc3c2)C1 (configuration not stated)	10	-0.8	-3%	-24%	-0.4	11%	1%	3%	-6
O=C(NCC(=O)N(c1cccc(F)c1)C(C(=O)NCC1CCCO1)c1ccccc1)c1ccco1 (configuration not stated)	-5	0.7	9%	-12%	0.1	12%	7%	0%	-10
CCCN1C2CCCC1CC(NC(=O)c1cccc(Cl)c1)C2 (configuration not stated)	-5	0.2	6%[57.1 µM]	-20%	0.0	11%[57.1 µM]	-3%	6%	-11
CCOC(=O)c1[nH]c2cc3c(cc2c1NC(=O)CN1CCN(CCO)CC1)OCO3	3	0.0	48%[activator][57.1 µM]	1%	0.2	4%[57.1 µM]	1%	-3%	-7
O=S(=O)(c1ccc2ccccc2c1)N1CCN(C2Cc3ccccc3C2)CC1	-18	-0.2	2%	-18%	-0.3	9%	3%	-10%	3
Cn1nc(C(=O)Nc2nc3ccccc3[nH]2)c2ccccc2c1=O	-7	-0.6	0%	-5%	-0.4	-8%	-1%	13%	12
O=C(CCc1nc2ccccc2[nH]c1=O)OCC(=O)c1ccc(Cl)cc1	-4	0.2	4%	-7%	-0.3	18%	0%	-2%	4
Cc1ccc(-c2noc(CCC(=O)Nc3ccc4c(c3)OCO4)n2)cc1	-1	-1.1	-12%	5%	-0.5	-14%	0%	0%	-1
CC(C)(C)OC(=O)N1CCCC1C(=O)O (configuration not stated)	5	1.4	5%[57.1 µM]	-7%	0.9	0%[57.1 µM]	2%	-2%	19
Cc1cc(C)cc(OC(=O)CS(=O)c2ccc(C(F)(F)F)cc2[N+](=O)[O-])c1 (configuration not stated)	7	-0.3	-18%	-20%	-0.2	?	-6%	-1%	-1
Fc1cccc(Cl)c1CN1CCN(c2nc3ccccc3s2)CC1	11	1.2	4%	-26%	1.0	7%	-2%	-1%	-15
CCOc1ccc(CN2CCc3nc(N4CCN(c5ccccc5OC)CC4)ncc3C2)cc1OC	.	-0.5	-5%[57.1 µM]	-14%	-1.1	5%[57.1 µM]	14%	?	-4
CCOC(=O)c1sc(C)c(C(=O)NCCCN2CCOCC2)c1N	1	1.1	28%	-18%	0.3	10%	15%	-2%	2
O=[N+]([O-])c1ccc(N2CCNCC2)c(S(=O)(=O)N2CCOCC2)c1	18	0.5	-11%[57.1 µM]	-21%	0.2	-44%	-3%	13%	-3
Cc1ccccc1NC(=O)CSc1ccc(-c2ccccn2)nn1	-3	-0.3&0.2	-4%&4%	-3%&-6%	-0.3&-0.1	-11%&4%	6%&2%	-2%&-4%	4&-1
CCOc1cccc2sc(N(CCCN(C)C)C(=O)c3ccc(S(=O)(=O)N(C)CC4CCCO4)cc3)nc12 (configuration not stated)	0	0.4	-4%	-20%	1.3	-15%	4%	-27%	-3
Cc1c(C)n2c(SCC(=O)N3CCOCC3)nnc2[nH]c1=O	-12	0.2	-1%	-16%	-0.1	-6%	1%	-1%	12
COc1ccc(N(CC(=O)NCCOc2ccccc2)S(=O)(=O)c2ccc(C)cc2)cc1	-9	26	-14%	-15%	0.1	-17%	-10%	1%	-6
COc1ccc(Br)cc1-c1nc2c(c(=O)[nH]c(=O)n2Cc2ccccc2)n1C	6	-0.2	5%	-26%	-0.4	14%	12%	-3%	-3

Continued.
SMILES	D2 antag	D2 ag	TrxR1 substrate	USP1-UAF1 inh	TRHR ag	TrxR1 inh	IDH1 R132H inh	Pin1 inh	TRHR PAM
CCOC(=O)c1cn[nH]c1C(F)(F)F	2	-0.1	3%[57.1 µM]	-10%	0.0	-25%[57.1 µM]	6%	8%	-3
CCc1ccc(-n2c(=O)c3c(C)c(C(=O)N(C)C)sc3n(CC(=O)NCc3ccco3)c2=O)cc1	6	-0.2	9%	-11%	-0.2	16%	0%	-3%	-1
COc1ccc(Nc2ccc(S(=O)(=O)N3CCCCC3)cc2[N+](=O)[O-])cc1	-15	-0.6	-14%	-4%	0.0	-15%	1%	6%	6
CCOc1ccc(-c2nnc(N3CCCCC3)c3ccccc23)cc1	-6	-0.3	-3%	-20%	1.1	?	4%	-6%	-4
COc1ccc(-n2c(SCC(=O)N3CCCCC3)nc(O)cc2=O)cc1	.	.	7%[57.1 µM]	-11%	0.1	-1%[57.1 µM]	4%	3%	0
